Bioassay records (PubChem BioAssay)
S1P4 antag – blocks the human S1P4 receptor; O95977; S1P4-expressing cells, antagonist mode, reporter read-out; inhibition, % at 4.98 µM; 220,000 compounds, 0.26% hits; in the data active = inhibition above about 29%;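 also: 0% = wells stimulated with agonist and 100% = vehicle wells without agonist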
Target sequence (O95977 whole entry, looked up): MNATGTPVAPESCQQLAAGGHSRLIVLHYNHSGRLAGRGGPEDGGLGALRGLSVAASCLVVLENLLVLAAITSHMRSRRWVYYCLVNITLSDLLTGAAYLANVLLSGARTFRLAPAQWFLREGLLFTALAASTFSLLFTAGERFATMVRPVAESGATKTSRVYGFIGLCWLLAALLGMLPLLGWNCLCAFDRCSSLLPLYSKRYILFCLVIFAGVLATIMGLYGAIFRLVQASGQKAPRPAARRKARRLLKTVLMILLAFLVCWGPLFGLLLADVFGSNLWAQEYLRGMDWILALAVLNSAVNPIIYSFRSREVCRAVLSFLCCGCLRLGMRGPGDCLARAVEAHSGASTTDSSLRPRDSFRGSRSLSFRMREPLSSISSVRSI
TRPML3 agonist – agonists of human TRPML3 channel; Q8TDD5; HEK293 TRPML3-YFP, Fluo-8 calcium fluorescence; 100% = the carbachol control signal; activation, % at 3 µM; 220,000 compounds, 0.29% hits;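 active = activation above its plate's cutoff, the mean activation of the plate's test wells plus 3 SD, cut at about 12% in these data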;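 also: 0% = DMSO only wells and 100% = carbachol wells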
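system = HEK293 cells stably carrying human TRPML3-YFP | doses = one concentration, 3 µM nominal, 0.3% DMSO | timing = dye loading 1 h 37 °C then 30 min ambient, 125 s read | detection = Fluo-8 calcium dye fluorescence, ex 470-495, em 515-575 nm | benchmarks = high control carbachol 87 µM, low control DMSO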
EP2 modulator – modulates human prostaglandin E2 receptor EP2 signaling; induction, % at 25 µM; EP2-expressing cells, cAMP HTRF FRET, PGE2 co-stimulation; 260,000 compounds, 0.83% hits; AID 940;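 active = compounds whose cAMP rise, as percent of the full-agonist control response, exceeds 60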;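 also: rat C6 glioma line stably carrying human EP2 under a CMV promoter; the protocol text gives 20 µM as final concentration; 100% = response of wells given 1 µM PGE2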
Target sequence (P43116 whole entry, looked up): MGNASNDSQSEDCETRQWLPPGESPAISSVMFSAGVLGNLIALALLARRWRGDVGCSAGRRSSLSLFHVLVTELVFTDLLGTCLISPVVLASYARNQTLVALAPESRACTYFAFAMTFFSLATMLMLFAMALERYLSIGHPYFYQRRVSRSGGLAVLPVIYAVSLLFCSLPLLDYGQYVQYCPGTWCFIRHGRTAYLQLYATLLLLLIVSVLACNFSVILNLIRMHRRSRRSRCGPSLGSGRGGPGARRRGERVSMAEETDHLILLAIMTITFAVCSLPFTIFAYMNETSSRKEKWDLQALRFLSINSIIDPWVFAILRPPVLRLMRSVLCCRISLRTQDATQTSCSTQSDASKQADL
NPY-Y2 PAM-ag – potentiators or agonists of human neuropeptide Y receptor Y2. cells expressing NPY-Y2, potentiator/agonist read-out. activation, % at 3.6 µM. AID 1359. P49146. 220,000 compounds, 0.45% hits; in the data active = activation above about 27%;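 also: cells stimulated with NPY near EC25 plus isoproterenol at EC100; 0% = vehicle plus submaximal agonist and 100% = vehicle plus saturating agonist; some results beyond the cut were filed as inactive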
CHOP inhibitor – CHOP inhibition in unfolded protein response. CHO-K1 CHOP-promoter luciferase, tunicamycin-induced, 15-18 h. inhibition, % at 10 µM. 220,000 compounds, 3.8% hits. AID 2732;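 active = compounds that reduced the stress-induced luciferase reporter signal by more than about 70% of percent inhibition, limit read from the data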;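 also: 0% = tunicamycin plus vehicle and 100% = wells without tunicamycin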
S1P4 ag – agonists of human S1P4 receptor. S1P4-expressing cell line, agonist reporter assay. activation, % at 4.98 µM. 220,000 compounds, 0.35% hits; in the data active = activation above about 11%;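 also: 0% = DMSO vehicle and 100% = reference agonist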
NPY Y1 blocker – blocks the human neuropeptide Y Y1 receptor | 200,000 compounds, 1% hits | HEK293-CNG Y1 cells, membrane potential fluorescence; NPY at EC95, then isoproterenol | inhibition, % at 3.6 µM;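 active = inhibition above the campaign mean inhibition of all tested compounds plus 3 SD, cut at about 20% in these data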;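 also: 0% = DMSO wells given NPY plus isoproterenol and 100% = isoproterenol alone without NPY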
Target sequence (P25929 whole entry, looked up): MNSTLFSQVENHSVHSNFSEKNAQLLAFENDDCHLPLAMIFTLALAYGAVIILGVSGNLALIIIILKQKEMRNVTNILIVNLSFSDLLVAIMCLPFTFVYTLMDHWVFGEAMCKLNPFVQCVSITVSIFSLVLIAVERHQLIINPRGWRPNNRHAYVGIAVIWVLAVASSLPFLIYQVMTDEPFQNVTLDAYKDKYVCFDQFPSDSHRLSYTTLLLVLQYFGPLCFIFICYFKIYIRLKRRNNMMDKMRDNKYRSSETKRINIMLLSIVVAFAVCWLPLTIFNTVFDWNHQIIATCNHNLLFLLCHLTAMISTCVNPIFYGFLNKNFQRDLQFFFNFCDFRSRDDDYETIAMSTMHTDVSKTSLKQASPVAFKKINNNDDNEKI
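Material: HEK293 Y1/CNG channel cell line | Also added: NPY (25 nM), isoproterenol (1 µM), Ro 20-1724 (25 µM) | Compound: One concentration, 3.6 µM, in 0.4% DMSO | Schedule: 3 h dye uptake, 1 h room-temperature compound, 45 min post-isoproterenol | Signal: Membrane-potential fluorescent dye readout | Read-out: % inhibition of NPY effect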
TRPN1 ag – activates the zebrafish TRPN1 channel. activation, % at 3 µM. 220,000 compounds, 0.18% hits. HEK293 zebrafish TRPN1-YFP, Fluo-8 calcium fluorescence; 100% = response to 87 µM carbachol;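 active = activation above its plate's cutoff, the mean activation of test wells on that plate plus 3 SD, cut at about 19% in these data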;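 also: 0% = DMSO alone and 100% = 87 µM carbachol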
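Material: zebrafish TRPN1-YFP in HEK293 cells; Doses: single test compound dose, 3 µM nominal, 0.3% DMSO; Timing: dye loading 1 h at 37 °C, then 30 min room temperature; Technique: intracellular calcium fluorescence with Fluo-8; Benchmarks: high carbachol 87 µM, low DMSO alone.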
NPY-Y1 PAM-ag – potentiates or activates human NPY-Y1 receptor; P25929; NPY-Y1 expressing cells, potentiator/agonist activation; activation, % at 3.6 µM; 220,000 compounds, 0.37% hits; AID 1304; in the data active = activation above about 33%, passing the limit was not always enough;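 also: cells stimulated with NPY at EC10 then isoproterenol at EC100; 0% = low agonist plus stimulus and 100% = saturating agonist plus stimulus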
Numbers without * were called inactive; x = not tested or not shown; & = joins results of further samples. No enrichment for hits; about 6.5% have a hit in one of these screens.

1) Cn1nc(C(=O)N2CCCC2)c2ccccc2c1=O
2) C/C(=N/Nc1nc(-c2ccccc2F)nc2ccccc12)c1ccccc1O
3) CCCOc1ccc(CSC(CC(=O)O)C(=O)O)cc1 (configuration not stated)
4) CCCC1(C(=O)OCC)NC(c2ccc(N(C)C)cc2)C2C(=O)N(c3ccc4c(c3)OCCO4)C(=O)C21 (configuration not stated)
5) CCN(C(=O)CN1CCN(c2ccccc2O)CC1)c1c(N)n(Cc2ccccc2)c(=O)[nH]c1=O
6) Cc1cc(C(=O)CCl)c(C)n1Cc1ccco1
7) O=C(NCc1ccc(Cl)cc1)c1ccc(CNc2c(N3CCOCC3)c(=O)c2=O)cc1
8) Cc1ccc2nc(/N=C(\N)NC(=O)NC3CCCCC3)nc(C)c2c1

| assay / compound | 1 | 2 | 3 | 4 | 5 | 6 | 7 | 8 |
| --- | --- | --- | --- | --- | --- | --- | --- | --- |
| S1P4 antag | 3 | -2 | 0 | 5 | -11 | 6 | -10 | 15 |
| TRPML3 agonist | 0.7 | 1.1 | 0.7 | 1.1 | 1.1 | 0.3 | -0.8 | 0.1 |
| EP2 modulator | 4 | 57 | 1 | 18 | -6 | -1 | -21 | 8 |
| NPY-Y2 PAM-ag | 6 | -5 | 10 | -3 | -9 | 8 | 1 | -52 |
| CHOP inhibitor | 9 | 7 | 40 | -3 | 3 | -143 | 4 | 10 |
| S1P4 ag | -0.2 | 0.4 | -0.8 | 0.8 | 1.2 | -0.3 | 3.1 | -1.3 |
| NPY Y1 blocker | 0 | x | 6 | 0 | -4 | 0 | x | x |
| TRPN1 ag | 0.2 | 0.3 | 0.6 | 1.8 | 1.0 | 0.3 | 0.1 | -0.3 |
| NPY-Y1 PAM-ag | 5 | -16 | 8 | -15 | 5 | 6 | -19 | -37 |

9) CCN(CC)CCN1C(=O)c2ccccc2NC1c1ccc(C)cc1 (configuration not stated)
10) COc1ccc(NC(=O)Nc2cc3oc4ccccc4c3cc2OC)cc1
11) CN(C)c1ccc(/C=C(\C#N)C(=O)NCc2ccco2)cc1
12) O=c1[nH]c(CSc2nnc(-c3ccccc3)n2C2CCCCC2)nc2ccccc12
13) Nc1c2c(nc3sc4c(c13)CCCCC4)CCCCC2
14) O=C(CCCCn1c(=O)c2ccccc2n(Cc2ccc(F)cc2)c1=O)NCc1ccco1
15) Cc1nc2c(ccc3nc(NC(=O)c4ccc5c(c4)OCCO5)sc32)s1
16) O=C(/C=C/c1ccccc1)Nc1nnc(-c2ccco2)o1

| assay / compound | 9 | 10 | 11 | 12 | 13 | 14 | 15 | 16 |
| --- | --- | --- | --- | --- | --- | --- | --- | --- |
| S1P4 antag | 2 | 0 | -8 | -14 | -8 | 2 | 4 | 11 |
| TRPML3 agonist | -0.4 | 0.0 | 0.7 | -0.5 | 1.6 | -1.7 | 0.1 | 1.3 |
| EP2 modulator | -40 | 0 | -47 | 26 | -9 | -49 | -19 | -12 |
| NPY-Y2 PAM-ag | 8 | 15 | -9 | 10 | -10 | -11 | 5 | 2 |
| CHOP inhibitor | 29 | 43 | 32 | -4 | 26 | x | 100* | 5 |
| S1P4 ag | -0.5 | 0.5 | 2.7 | 0.5 | -4.2 | 1.6 | 1.0 | -0.9 |
| NPY Y1 blocker | 2 | -2 | 2 | 30* | 9 | 9 | 4 | 7 |
| TRPN1 ag | -0.4 | -2.0 | 0.1 | 0.2 | -1.2 | -1.6 | -0.7 | -0.1 |
| NPY-Y1 PAM-ag | 0 | 44 | 15 | -4 | -38 | 8 | -11 | -15 |

17) O=C(NN=C1CCCCCCCCCCC1)c1cccnc1
18) CC1=C(C(=O)Nc2ccccc2C)C2(CCCCC2)C(C(N)=O)C(=S)N1 (configuration not stated)
19) Cc1n[nH]c(=O)nc1N1CCN(c2ccccc2)CC1
20) CC(C)(C)n1nc2c(c1NC(=O)c1ccc(S(=O)(=O)N3CCCC3)cc1)CSC2
21) CCNCC(=O)Nc1ccc(N2CCOCC2)cc1
22) O=C(NCc1ccco1)c1cc(-c2ccc3c(c2)OCO3)on1
23) N#C/C(=C/c1ccc(N2CCCCC2)cc1)c1cccc(F)c1
24) CNc1nc(SCc2ccccc2Cl)nc2c1CCCC2

| assay / compound | 17 | 18 | 19 | 20 | 21 | 22 | 23 | 24 |
| --- | --- | --- | --- | --- | --- | --- | --- | --- |
| S1P4 antag | -4 | -3 | -3 | -7 | -4 | -2 | 5 | -22 |
| TRPML3 agonist | 0.8 | -0.1 | 0.7 | 0.6 | 1.2 | 0.4 | 0.2 | -0.3 |
| EP2 modulator | 7 | -1 | 14 | 16 | 3 | -18 | 30 | 21 |
| NPY-Y2 PAM-ag | 4 | 3 | -13 | -7 | -6 | -4 | 6 | 3 |
| CHOP inhibitor | 8 | 13 | 12 | 15 | 15 | -4 | 26 | 66 |
| S1P4 ag | 0.4 | -0.7 | -2.4 | 1.4 | 1.9 | 2.2 | 1.1 | 1.0 |
| NPY Y1 blocker | -3 | 5 | 7 | -1 | 2 | 10 | 1 | 2 |
| TRPN1 ag | 0.8 | -1.2 | -0.7 | 2.1 | 0.2 | 0.4 | 0.0 | -0.5 |
| NPY-Y1 PAM-ag | -1 | -3 | -20 | -4 | 5 | 3 | 1 | 5 |

25) COc1ccc(Nc2oc(-c3ccc(OC)cc3)nc2C#N)cc1
26) COc1ccccc1C(=O)NC(=S)NNC(=O)c1sc2ccccc2c1Cl
27) O=c1nc2c(O)cccn2c2c1c(=O)[nH]c1ccccc12
28) Cc1nnc(SCC2=C(C(=O)O)N3C(=O)C(NC(=O)Cn4nc(C(F)F)c(Cl)c4C)C3SC2)s1 (configuration not stated)
29) O=C1c2ccccc2C(O)N1Cc1ccc2c(c1)OCO2 (configuration not stated)
30) CC1CCN(S(=O)(=O)c2ccc(NC(=O)Cc3cccs3)cc2)CC1
31) Cc1c(NC(=O)/C(C#N)=C/c2c(Oc3ccccc3)nc3ccccn3c2=O)c(=O)n(-c2ccccc2)n1C
32) Cc1ccc(S(=O)(=O)Nc2ccccc2CNc2ncc(Br)cc2Br)cc1

| assay / compound | 25 | 26 | 27 | 28 | 29 | 30 | 31 | 32 |
| --- | --- | --- | --- | --- | --- | --- | --- | --- |
| S1P4 antag | -4 | 0 | -9 | -15 | -8 | 5 | -6 | -21 |
| TRPML3 agonist | -0.2 | 1.2 | 1.9 | -0.9 | 0.7 | 0.3 | 0.7 | 0.6 |
| EP2 modulator | -29 | -2 | -14&-11 | 20 | -7 | 6 | 11 | 10 |
| NPY-Y2 PAM-ag | -16 | 1 | 10 | -13 | -9 | -10 | -4 | -2 |
| CHOP inhibitor | -12 | 89* | -41 | -11 | -5 | -1 | 17 | 29 |
| S1P4 ag | 0.5 | -0.1 | 1.1 | -3.1 | -1.1 | 1.9 | 3.8 | -0.2 |
| NPY Y1 blocker | x | -1 | -2 | 4 | 7 | 4 | 5 | 1 |
| TRPN1 ag | 0.9 | 3.0 | 1.2 | -1.9 | -0.5 | 0.2 | 0.1 | -0.4 |
| NPY-Y1 PAM-ag | 4 | -23 | -28 | 13 | -8 | 12 | -2 | -13 |

33) CCCCNC(=O)CSc1nc2cc3c(cc2c(=O)n1CCCN(CC)CC)OCO3
34) CCN1C(=O)C(CC(=O)Nc2ccc(F)cc2)N(CCc2ccc(OC)cc2)C1=S (configuration not stated)
35) CC1(C(=O)NC2CCCCCCC2)CCC(=O)N1CCN1CCOCC1 (configuration not stated)
36) O=C(Nc1ccc(F)cc1)Nc1ccccc1NS(=O)(=O)c1cccs1
37) Oc1ccccc1C1=NCCNC(C(F)(F)C(F)F)=C1
38) Cc1ccc(S(=O)(=O)N2CCOCC2)cc1C(=O)Nc1c(C)n(C)n(-c2ccccc2)c1=O
39) Cc1ccc(C(=O)CSC2=C(C#N)C(c3ccco3)CC(=O)N2)c(C)c1 (configuration not stated)
40) CC1CCN(c2nc(NCc3ccco3)nc(N)c2[N+](=O)[O-])CC1

| assay / compound | 33 | 34 | 35 | 36 | 37 | 38 | 39 | 40 |
| --- | --- | --- | --- | --- | --- | --- | --- | --- |
| S1P4 antag | -13 | 8 | -1 | -24 | 8 | 1 | -5 | -15 |
| TRPML3 agonist | -0.5 | 4.4 | 0.8 | 1.4 | 0.6 | -0.3 | 16* | -0.1 |
| EP2 modulator | 4 | -17 | 20 | -16 | 23 | 3 | -62 | 34 |
| NPY-Y2 PAM-ag | -9 | 13 | 2 | -4 | 6 | -9 | -11 | 6 |
| CHOP inhibitor | -3 | 93* | 13 | 22 | 4 | 6 | 10 | 4 |
| S1P4 ag | 0.8 | 0.1 | 0.3 | 0.1 | -0.5 | 1.2 | 0.1 | 1.0 |
| NPY Y1 blocker | 2 | -9 | 0 | 0 | 0 | 7 | -2 | 3 |
| TRPN1 ag | 1.7 | 10 | 1.9 | 3.6 | 1.6 | 1.9 | 18 | -0.6 |
| NPY-Y1 PAM-ag | 0 | 27 | 10 | 3 | 9 | 6 | 2 | 0 |

41) Cn1c(Cn2c(=O)sc3ccccc32)nnc1SCc1ccc(F)cc1
42) O=C(O)CC/C(=C\c1ccc(N2CCOCC2)c([N+](=O)[O-])c1)c1nc2ccccc2s1
43) O=C(NCC1CCCO1)c1ccc2c(=O)n(-c3ccc(F)cc3)c(=S)[nH]c2c1 (configuration not stated)
44) CCCn1c(SCC(=O)N2CCc3ccccc3C2)nc2c1c(=O)n(C)c(=O)n2C
45) C=CCNC(=O)c1cc2nc(C3CC3)cc(C(F)F)n2n1
46) Cc1ccnn1CC(=O)N/N=C/c1ccc([N+](=O)[O-])s1
47) CN(C)CCCN(C(=O)CCSc1ccccc1)c1nc2cc3c(cc2s1)OCO3
48) COC(=O)c1cn(CC(=O)NCc2cccs2)c2ccccc12
49) COc1cc(/C=N/N=C(N)N)ccc1OCc1ccccc1Cl
50) Cc1cccc(C)c1N1CCN(c2nc(N(C)C)oc(=O)c2C#N)CC1

| assay / compound | 41 | 42 | 43 | 44 | 45 | 46 | 47 | 48 | 49 | 50 |
| --- | --- | --- | --- | --- | --- | --- | --- | --- | --- | --- |
| S1P4 antag | -8 | -10 | -7 | -4 | -8 | -9 | -7 | 19 | -31 | -17 |
| TRPML3 agonist | 0.2 | 0.7 | 1.1 | 0.1 | 0.7 | 0.8 | 1.2 | -0.1 | -0.9 | 0.9 |
| EP2 modulator | -3 | -4 | 9 | 10 | 10 | -21 | -41 | -29 | -37 | 55 |
| NPY-Y2 PAM-ag | 13 | -40 | 3 | 0 | 2 | -11 | -7 | 0 | 0 | 3 |
| CHOP inhibitor | 7 | 8 | 27 | -22 | -12 | -16 | 48 | -31 | 57 | 69 |
| S1P4 ag | 1.0 | -0.1 | 0.6 | 0.1 | -1.5 | -0.1 | -0.2 | -0.7 | -1.2 | 1.1 |
| NPY Y1 blocker | 3 | 41* | -3 | 1 | -4 | x | 12 | 4 | 3 | 2 |
| TRPN1 ag | 0.0 | 0.3 | 0.9 | -0.3 | -0.1 | 0.5 | 0.0 | 0.3 | -0.5 | -0.6 |
| NPY-Y1 PAM-ag | -8 | -54 | 13 | 5 | 5 | -4 | 2 | 9 | -32 | -20 |
